# Compound activity (PubChem BioAssay)
# PLC-beta3 inh = inhibitors of human phospholipase C beta3. Q01970. Purified PLC-beta3, fluorogenic substrate, fluorescence. inhibition, % at 12.2 µM. 0.18% of 370,000 active. AID 720704; in the data active means inhibition above about 11%;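 further: 0% = median of compound wells on plate and 100% = full blocker control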
# ADAM17 inh = inhibitors of human ADAM17; P78536; recombinant ADAM17, EDANS/DABCYL FRET peptide cleavage; inhibition, % at 6.95 µM; 0.83% of 370,000 active; AID 720648;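 active means inhibition above the mean of compounds lying between control limits plus 3 SD, set per campaign, cut at about 8.5% in these data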;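 further: 0% = DMSO-only wells as the low control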
# Tn6 DDE FP = disrupts Tn6 cyclic peptide binding to fibrin D-Dimer-E complex; P02675; Fibrin DD(E) TRITC-Tn6 fluorescence polarization displacement; 0.21% of 370,000 active; inhibition, % at 8.3 µM;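 active means inhibition above a per-campaign cutoff: mean of compounds within control limits plus 3 SD, cut at about 15% in these data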;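 further: 0% = median of all compound wells on the plate and 100% = blocking peptide control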
# Target sequence (P02675 whole entry, looked up): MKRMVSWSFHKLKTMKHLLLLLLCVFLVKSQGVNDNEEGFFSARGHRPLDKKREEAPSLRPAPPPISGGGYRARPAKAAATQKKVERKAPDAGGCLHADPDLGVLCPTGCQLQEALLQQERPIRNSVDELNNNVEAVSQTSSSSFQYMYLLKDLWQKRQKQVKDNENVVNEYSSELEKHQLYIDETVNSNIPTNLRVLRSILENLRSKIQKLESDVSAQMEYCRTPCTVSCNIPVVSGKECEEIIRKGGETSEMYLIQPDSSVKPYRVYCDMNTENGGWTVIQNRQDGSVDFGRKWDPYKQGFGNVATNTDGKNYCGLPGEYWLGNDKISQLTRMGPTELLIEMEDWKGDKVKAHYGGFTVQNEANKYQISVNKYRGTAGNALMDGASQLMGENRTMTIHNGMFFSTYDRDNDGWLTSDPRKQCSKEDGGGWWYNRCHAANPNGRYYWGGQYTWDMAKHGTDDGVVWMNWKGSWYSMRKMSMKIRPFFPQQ
# PLCg1 inh = PLC-gamma1 (human) inhibition, primary screen. purified PLC-gamma1, fluorogenic substrate, fluorescence. inhibition, % at 12.2 µM. P19174. 0.84% of 370,000 active; in the data active means inhibition above about 9.5%
# MBD2 DNA inh = blocks human MBD2 binding to methylated DNA. TR-FRET, MBD2 binding to methylated oligonucleotide. 0.31% of 370,000 active. Q9UBB5. AID 686964. inhibition, % at 4.4 µM; in the data active means inhibition above about 13%
# ASAP1 GAP inh = ASAP1 ArfGAP inhibition | Q9ULH1 | ASAP1-stimulated ARF1 GTP hydrolysis, GDP FP detection | 0.19% of 360,000 active | AID 624377 | inhibition, % at 16.5 µM; in the data active means inhibition above about 25%;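 further: 0% = vehicle with enzyme and substrate and 100% = no enzyme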
# UHRF1 binding = UHRF1 methyl-DNA binding inhibition; 0.75% of 370,000 active; AID 687016; UHRF1 binding to methylated oligo, TR-FRET; inhibition, % at 4.4 µM; Q96T88; in the data active means inhibition above about 21%;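 further: UHRF1 SRA domain binding a hemimethylated CpG hairpin DNA probe; 0% = median of test compound wells and 100% = reference inhibitor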
# KLK7 zymogen act = activates the human kallikrein-7 zymogen; P49862; purified proKLK7, EDANS-DABCYL substrate fluorescence; 100% is mature enzyme control, 0% vehicle; activation, % at 7 µM; 0.9% of 370,000 active; AID 652039;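 active means activation above the mean of all tested compounds plus 3 SD, computed per campaign excluding outliers beyond control limits, cut at about 13% in these data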
# Target sequence (P49862 whole entry, looked up): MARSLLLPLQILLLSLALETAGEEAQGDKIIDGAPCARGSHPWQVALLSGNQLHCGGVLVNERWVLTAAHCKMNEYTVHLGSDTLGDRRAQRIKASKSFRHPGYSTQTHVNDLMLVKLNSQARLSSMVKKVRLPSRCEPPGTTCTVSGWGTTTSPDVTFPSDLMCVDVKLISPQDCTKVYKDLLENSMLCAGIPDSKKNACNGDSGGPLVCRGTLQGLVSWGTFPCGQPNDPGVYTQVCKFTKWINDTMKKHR
# ARFGAP1 inh = inhibits rat ARF GTPase activating protein 1; inhibition, % at 16.5 µM; AID 651572; Q62848; Arfgap1-stimulated ARF1 GTP hydrolysis, GDP FP detection; 0.26% of 360,000 active;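 active means inhibition above a per-plate limit, mean inhibition of low control wells plus 3 SD, cut at about 25% in these data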;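 further: 0% = DMSO wells with enzyme and 100% = wells lacking Arfgap1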
# Target sequence (Q62848 1-136 limits assumed): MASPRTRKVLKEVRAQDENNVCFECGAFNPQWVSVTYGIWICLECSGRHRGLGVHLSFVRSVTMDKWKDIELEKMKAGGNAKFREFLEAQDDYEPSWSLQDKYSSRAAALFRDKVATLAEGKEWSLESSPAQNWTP
#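 Assay system: purified rat His6-Arfgap1 residues 1-136 (GAP domain); Reagent: human Δ17 ARF1 bound to GTP; Dosing: 16.5 µM single point, 1.26% DMSO; Times: GTP hydrolysis reaction 2 h at 25 °C; Signal: FP, GDP Alexa 633 tracer displaced from anti-GDP antibody, 620/688 nm; Measure: % inhibition from polarization.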
# Tn7 DDE FP = DD(E)-Tn7 binding inhibition, primary FP screen. FP displacement of FITC-Tn7 peptide from fibrin DD(E); 0% = median of compound wells per plate. inhibition, % at 8.3 µM. 0.13% of 370,000 active. P02675;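 active means inhibition above the mean of compounds falling within the control limits plus 3 SD of them, cut at about 14% in these data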;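 further: 0% = plate median of compound wells and 100% = 10 µM Aha-Tn7 peptide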
#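 Assay system: human fibrin DD(E). Input: DD(E) 2 µM final. Medium: Tris buffer with calcium and detergent, pH 7.8. Compound dosing: single point at 8.3 µM. Timing: 10 min plus 3 h, room temperature. Technique: fluorescence polarization of the labelled Tn7 tracer. Read-out: percent inhibition. Replicates: singlicate testing.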
# Numbers without * were called inactive; nt = no result given.
SMILES,PLC-beta3 inh,ADAM17 inh,Tn6 DDE FP,PLCg1 inh,MBD2 DNA inh,ASAP1 GAP inh,UHRF1 binding,KLK7 zymogen act,ARFGAP1 inh,Tn7 DDE FP
CCOC(=O)c1c(-c2ccc(C)cc2)csc1NC(=S)NC(=O)c1ccccc1,3,1,4,6,2,4,1,-0.2,-1,-2
COc1ccc(Cl)cc1NC(=O)CN1C(=O)CC(C)S(=O)(=O)c2ccccc21 (configuration not stated),-5,0,-6,1,0,0,-2,0.3,-1,12
CCCCOc1ccc(/C=N/NC(=O)c2nnn(-c3nonc3N)c2C)cc1,-5,-4,-2,-1,-5,6,2,0.3,1,8
CC(=O)c1ccccc1OC(=O)c1ccco1,1,1,-4,3,-5,0,9,0.3,4,-4
COc1ccc(/C=C/C(=O)c2ccc([N+](=O)[O-])o2)cc1OC,-4,-7,3,-4,0,-7,1,-0.2,-1,2
COc1ccccc1NS(=O)(=O)c1cccc(C(=O)NNC(=O)c2ccc(=O)[nH]c2)c1,-4,-4,-4,2,7,19,3,-0.2,2,3
CC(C)c1ccc(NC(=O)C2C3C=CC4(O3)C2C(=O)N(CCN2CCOCC2)C4C(=O)NC2CCCCC2)cc1 (configuration not stated),-1,5,-1,9,-1,4,4,-0.3,-2,-7
C[C@@H]1CN([C@@H](C)CO)C(=O)c2cc(Br)cnc2O[C@H]1CN(C)Cc1cccnc1,0,-7,1,1,3,1,3,-0.2,-4,3
CCOc1ccc(C(C)NC(=O)Nc2ccc(F)cc2F)cc1 (configuration not stated),-1,0,-7,-1,-2,-8,5,-0.3,5,-4
N#Cc1nc(COc2ccccc2F)oc1NCc1ccc(F)cc1,-4,1,-5,-3,-1,14,2,-0.2,4,-6
CCOc1ccc(C(=O)NCC(=O)OCC(=O)Nc2nnc(-c3ccccc3)o2)cc1,1,-1,4,-2,-5,-3,-2,0.3,2,-5
C[n+]1cccc(C(=O)Nc2ccccc2)c1,-2,-1,0,-1,-2,-5,-3,-0.2,-7,3
NC(=O)c1c(NC(=O)C2COc3ccccc3O2)sc2c1CCN(Cc1ccccc1)C2 (configuration not stated),-7,-15,3,-3,-5,5,5,4.0,-6,-10
CCN(C(=O)c1cc2c(=O)[nH]c3ccc(C)cc3c2s1)c1ccc(OC)cc1,-5,-4,0,2,3,-12,1,-0.3,-6,-1
Nc1nc(-c2ccccc2)c(N=Nc2ccc(Cl)cc2)s1,-2,0,-10,1,-1,-8,5,-0.7,15,1
Cc1ccc(C(=O)NN2C(=O)C3C(C2=O)C2C=CC3C23CC3)cc1 (configuration not stated),4,1,9,3,0,-24,7,0.5,12,-1
CCOC(=O)N1CCN(c2ccc(C(=O)CC)cc2F)CC1,1,-7,-8,-1,-5,-10,2,0.3,-2,6
O=C1/C(=C\Nc2ccc(Cl)cc2)CCN1c1ncccn1,-14,-3,-1,-12,-7,-2,-4,-0.7,-5,13
CC1(C)C(=O)Nc2ccccc2N1C(=O)COC(=O)c1ccc([N+](=O)[O-])o1,1,-4,7,0,1,3,-6,-0.7,-11,-1
COc1ccc(C2CCc3cc(OC)c(OC)cc3C2NC=O)cc1OC (configuration not stated),-1,-8,0,0,1,10,0,-0.3,5,-4
Cc1nc(NC(=O)c2csc3ccccc23)sc1C,-25,-4,-11,-18,3,-4,0,1.1,-1,-2
CCc1ccc(C(=O)Cn2ncc(Cl)c(Cl)c2=O)cc1,0,-2,-4,-1,-3,-13,1,0.7,10,-2
CCN(CC)C(=O)C(=O)c1cccn1-c1ccccc1C#N,-2,-1,2,3,-1,12,-1,0.3,9,7
CCOc1cc(C(=O)N/N=C/C(Br)=C/c2ccccc2)cc(OCC)c1OCC,-1,-2,0,-4,0,10,-1,-0.1,17,4
CNC(=O)c1ccccc1NC(=O)c1cccc(S(=O)(=O)N2CCC(C)CC2)c1,-3,3,-4,-1,-2,9,0,0.1,5,5
O=C(O)c1nc(N2CCOCC2)nc(N2CCOCC2)n1,1,-4,6,-4,1,-1,-2,0.2,-1,2
Cc1ccc(NC(=O)COn2nnc3ccc(S(=O)(=O)N(C)C)cc32)cc1F,1,0,-6,1,6,10,7,-0.1,-2,3
Cc1ccc(C(=O)N(c2ccccn2)C(C)c2ccco2)cc1 (configuration not stated),-1,-2,-2,-5,1,5,-2,-0.3,-12,-7
Nc1ccc(-c2ccc(N)c([N+](=O)[O-])c2)cc1[N+](=O)[O-],0,3,3,-1,-5,7,-2,-0.4,1,-1
CCC(C)(c1nnnn1-c1c(C)cccc1C)N(N=O)c1ccccc1Cl (configuration not stated),8,5,-4,11*,-3,-5,-1,-0.3,-4,-7

# Continued; the last six above are carried over.
SMILES,PLC-beta3 inh,ADAM17 inh,Tn6 DDE FP,PLCg1 inh,MBD2 DNA inh,ASAP1 GAP inh,UHRF1 binding,KLK7 zymogen act,ARFGAP1 inh,Tn7 DDE FP
CNC(=O)c1ccccc1NC(=O)c1cccc(S(=O)(=O)N2CCC(C)CC2)c1,-3,3,-4,-1,-2,9,0,0.1,5,5
O=C(O)c1nc(N2CCOCC2)nc(N2CCOCC2)n1,1,-4,6,-4,1,-1,-2,0.2,-1,2
Cc1ccc(NC(=O)COn2nnc3ccc(S(=O)(=O)N(C)C)cc32)cc1F,1,0,-6,1,6,10,7,-0.1,-2,3
Cc1ccc(C(=O)N(c2ccccn2)C(C)c2ccco2)cc1 (configuration not stated),-1,-2,-2,-5,1,5,-2,-0.3,-12,-7
Nc1ccc(-c2ccc(N)c([N+](=O)[O-])c2)cc1[N+](=O)[O-],0,3,3,-1,-5,7,-2,-0.4,1,-1
CCC(C)(c1nnnn1-c1c(C)cccc1C)N(N=O)c1ccccc1Cl (configuration not stated),8,5,-4,11*,-3,-5,-1,-0.3,-4,-7
O=C(CNC(=O)c1ccc(Cl)cc1Cl)OCCOc1ccccc1,-1,0,-6,1,-2,-5,3,-0.5,-4,5
COc1ccc(C(=O)N(C)C2(C)CCS(=O)(=O)C2)cc1OC (configuration not stated),-7,-3,0,7,-7,-1,-3,0.3,-4,3
O=C(CSc1ccc(Br)cc1)N1CCN(C(=O)c2ccco2)CC1,0,4,3,-1,-4,-18,0,-0.4,10,-9
CC(=O)c1c(O)c(C)c(O)c2c1OC1=Cc3c(c(C)nn3C)C(=O)C12C (configuration not stated),3,-1,0,2,0,7,0,-0.1,-3,4
Cc1ccc(C)c(C(=O)CSc2nc3ccccc3c(=O)[nH]2)c1,-1,-2,-3,-2,-3,-10,-4,0.2,5,1
CC(/C=C/c1cccc([N+](=O)[O-])c1)=N/NC(=O)c1cccnc1,1,-3,14,-2,-3,1,-2,0.1,-2,-8
CCN(CC(O)CON=C1c2ccccc2-c2ccccc21)S(=O)(=O)c1ccc(Cl)cc1 (configuration not stated),-10,7,-8,-7,1,17,-6,-2.7,5,-1
COc1ccc(Cl)cc1NC(=O)CN(C)S(=O)(=O)c1cccs1,-7,2,1,0,0,4,-3,0.6,-8,-7
CCC(C)C(NC(=O)c1ccc(Cl)cc1)C(=O)O (configuration not stated),0,-2,-4,-4,-7,1,0,0.5,7,-6
C=CCN(C(=O)c1csnn1)C(C(=O)NC1CCCCC1)c1ccc(F)cc1 (configuration not stated),-8,-4,-3,-1,2,-14,3,0.5,10,0
COc1ccc(Nc2nc(C(=O)NCCCN3CCOCC3)cs2)cc1,3,-3,3,3,4,4,4,0.1,-1,4
CCOC(=O)c1nn(-c2ccccc2F)c(C)c1C(C)=O,5,0,-4,3,0,5,-1,0.5,0,-9
CCN(CC(=O)Nc1ccc2c(c1)OCCO2)C(=O)/C=C/c1ccccc1,-1,2,0,2,-1,-1,0,-0.1,-3,-5
Cc1ccc(CN2CCCCC(NC(=O)c3ccc(F)c(F)c3)C2=O)cc1 (configuration not stated),2,-3,0,0,-4,nt,-3,0.0,nt,2
Cc1ccc(NC(=O)Cc2nn(C)c(=O)c3ccccc23)cc1F,-1,-5,-12,1,-2,-6,0,-0.1,3,4
Cc1ccc(S(=O)(=O)N(Cc2cc3ccccc3[nH]c2=O)c2cccc(C)c2)cc1,-11,-6,1,-1,0,-2,0,0.2,-1,0
COc1ccc(-c2cnc(N)n2CC2CCCO2)cc1 (configuration not stated),-102,-12,-13,-81,8,4,2,-1.8,-1,-2
CN(Cc1ccccc1)C(=O)COC(=O)Cc1ccc(Cl)cc1,0,-5,6,-2,-4,-5,-1,0.7,-5,-1
CC(=O)C1(C(=O)Nc2cc(C)cc(C)c2)CC(c2ccccn2)=NO1 (configuration not stated),-4,-5,-4,-4,-1,nt,4,-0.9,nt,-4
N#C/C(=C\N1CCOCC1)S(=O)(=O)c1ccc(Cl)cc1,0,-3,-2,2,-5,-1,0,0.1,-8,4
CC1CCC(NC(=O)c2ccc3c(c2)OCO3)CC1 (configuration not stated),-6,-2,8,0,-1,6,0,0.7,13,-3
COc1ccc(CC(=O)NCc2n[nH]c(=S)n2-c2cccc(C)c2)cc1,-1,-3,-10,-3,2,15,0,0.3,-12,5
Cc1cc(N)n(-c2ccc(Cl)cc2)n1,-2,1,-7,6,-5,-10,2,0.2,-8,2
COc1ccc(-n2nc(C(=O)NCC(=O)NCC3COc4ccccc4O3)c3ccccc3c2=O)c(OC)c1 (configuration not stated),-22,-1,-4,-11,1,-3,-3,0.5,2,-6
O=C(O)c1ccc(-n2nncc2-c2ccco2)cc1,-12,-8,3,-3,-6,4,1,-0.3,-5,3
O=c1[nH]c2cc(Cl)ccc2n(CCNc2ncc(C(F)(F)F)cc2Cl)c1=O,0,0,-1,3,1,-1,0,0.0,9,-1
CCN(CC)CCN(C(=O)c1ccc(S(=O)(=O)N(C)C2CCCCC2)cc1)c1nc2ccc(OC)cc2s1,-9,-4,6,-3,-2,6,0,-0.6,-4,5
Cc1ccc(NC(=O)C(c2ccccc2)C2CCCC2)cc1 (configuration not stated),1,1,9,1,0,8,5,0.2,-13,2
COc1ccc(-n2nnnc2SC(C)C(=O)NCC(=O)Nc2ccc(F)c(F)c2F)cc1 (configuration not stated),3,-1,5,2,3,12,-5,0.2,-10,10
O=C(NC1CCCCC1)c1cc(C2CC2)on1,-6,3,3,1,2,8,-1,0.6,9,4
CCC1CCCCN1C(=O)CSc1nnc(CNC(=O)c2ccco2)o1 (configuration not stated),1,-4,-1,-2,5,-4,6,-1.2,11,-1
[N-]=[N+]=NCCN1CCN(Cc2ccccc2)CCC1=O,3,-1,-5,1,-4,-1,-1,0.0,9,-3
O=C1OCCC1Sc1nnc(-c2ccc(Cl)cc2)n1Cc1ccccc1 (configuration not stated),0,-2,-3,-2,1,-19,-1,0.1,11,6
COc1ccccc1C(CNC(=O)c1ccco1)N1CCCC1 (configuration not stated),-8,-3,7,-3,-1,-5,1,0.7,0,8
O=C(CN1C(=O)c2ccccc2C1=O)NCc1ccc(F)cc1,1,-7,-7,0,-1,-6,3,0.3,5,-5

# Rows are unselected (roughly 4.1% active in at least one column).
